# Tb PFK block: qHTS Assay to Find Inhibitors of T. brucei phosphofructokinase; 330,000 tested, 0.17% active; AID 485367, 2010; T. brucei PFK, ADP-Glo luminescence; Potency, µM (series often up to 57.5 µM), inactives show top-dose activity, negative = inhibition, usual class: inhibitors; ATP-dependent 6-phosphofructokinase (Trypanosoma brucei brucei), O15648;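 further: potency means the concentration at half of the fitted maximal effect; 0% = uninhibited 1x PFK enzyme wells and -100% = no-enzyme wells; nearly all actives have a fitted effect of over 60% in size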
# Target sequence (O15648 whole entry, looked up): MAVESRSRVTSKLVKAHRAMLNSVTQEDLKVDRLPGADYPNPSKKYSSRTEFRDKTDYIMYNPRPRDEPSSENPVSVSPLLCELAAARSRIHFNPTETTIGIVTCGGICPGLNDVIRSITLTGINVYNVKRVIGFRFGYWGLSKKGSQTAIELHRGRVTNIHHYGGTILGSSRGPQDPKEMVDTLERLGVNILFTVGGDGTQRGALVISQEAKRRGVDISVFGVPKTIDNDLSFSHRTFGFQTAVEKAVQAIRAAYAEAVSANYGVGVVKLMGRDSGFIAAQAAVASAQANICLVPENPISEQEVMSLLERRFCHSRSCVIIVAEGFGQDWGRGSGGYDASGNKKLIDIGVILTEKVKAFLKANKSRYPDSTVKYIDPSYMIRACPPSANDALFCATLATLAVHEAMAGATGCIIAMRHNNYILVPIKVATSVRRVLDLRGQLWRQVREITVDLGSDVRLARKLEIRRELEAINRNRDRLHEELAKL
#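 Luminescent ADP detection (ADP-Glo, two-step: ATP depletion then ADP-to-ATP conversion for luciferase) reported PFK activity after 45 min room-temperature reaction of 1.25 nM enzyme with 0.5 mM F6P and 0.1 mM ATP at pH 8.0.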
# RORgamma inh: qHTS for inhibitors of ROR gamma transcriptional activity; Nuclear receptor ROR-gamma (Mus musculus), P51450; Drosophila S2 Gal4-RORgamma UAS-luciferase reporter, 20 h; Potency, µM (top dose mostly 53.6 µM), inactives show at the top dose activity change, negative = inhibition, usual class: inhibitors; 310,000 tested, 5.4% active; further: potency means the concentration at half of the fitted maximal effect; on the % scale 0 is the no-effect control and ±100 the full control effect; nearly all actives have a fitted effect of over 60% in size
# Target sequence (P51450 whole entry, looked up, the tested form may be a part): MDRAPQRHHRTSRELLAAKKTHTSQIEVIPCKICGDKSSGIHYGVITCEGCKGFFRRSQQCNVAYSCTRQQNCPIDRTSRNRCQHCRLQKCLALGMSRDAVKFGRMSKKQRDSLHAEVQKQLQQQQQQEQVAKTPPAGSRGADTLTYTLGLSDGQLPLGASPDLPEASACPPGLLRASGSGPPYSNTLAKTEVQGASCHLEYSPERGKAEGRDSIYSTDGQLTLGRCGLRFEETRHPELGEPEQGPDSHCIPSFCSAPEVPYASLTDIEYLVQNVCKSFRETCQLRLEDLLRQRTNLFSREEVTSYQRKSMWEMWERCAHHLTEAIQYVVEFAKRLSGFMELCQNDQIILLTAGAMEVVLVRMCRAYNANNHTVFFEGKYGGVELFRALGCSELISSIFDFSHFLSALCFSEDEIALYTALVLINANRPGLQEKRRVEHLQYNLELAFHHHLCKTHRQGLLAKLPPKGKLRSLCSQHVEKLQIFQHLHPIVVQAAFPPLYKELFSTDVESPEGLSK
#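 Using a luciferase readout, inhibitors were identified by reduced reporter activity in Drosophila cells coexpressing a copper-inducible Gal4–ROR gamma fusion and UAS-driven Photinus luciferase, incubated 20 hr after 700 uM copper sulfate.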
# NPC1 promoter act: qHTS Assay for NPC1 Promoter Activators; Huh7 NPC1 promoter luciferase reporter, 24 h; Potency, µM (doses to about 9.22 µM), for inactives: top-dose activation, usual class: activators; 320,000 tested, 2.4% active; AID 485313, 2010;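 further: potency means the concentration at half of the fitted maximal effect; % of control where 0% means no effect; nearly all actives have a fitted effect of over 60% in size; reporter is driven by a mutant NPC1 promoter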
#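 In 1536-well qHTS, Huh7 cells harboring an NPC1 promoter–luciferase construct received compound for 24 h; activation was quantified by luminescence following luciferase reagent addition.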
# KCNH2 3.1 block: qHTS for Inhibitors of KCHN2 3.1: Mutant qHTS. activity change, % (tested at about 1.8 µM). Potassium voltage-gated channel subfamily H member 2, brain isoform KCNH2 3.1 (human). AID 720553, 2013. 340,000 tested, 0.95% active. U2OS KCNH2 3.1, thallium flux FluxOr; hits give low values;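 active means maximum activity change below -70%; inconclusive means maximum activity change from -70% to -50%; inactive means maximum activity change above -50%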;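 further: thallium influx rate constant from kinetic fluorescence after stimulation buffer; on the % scale 0 is the no-effect control and ±100 the full control effect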
#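 Channel expression came from 3.1 mutant virus (1.77 x 10^8 /mL) applied to suspended U2OS cells for 4 h. Flux was tracked with FluxOr dye plus Red40 quencher, and kinetic rate constants normalized to controls.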
# FLuc counter: qHTS profiling assay for firefly luciferase inhibitor/activator using purifed enzyme and Km concentrations of substrates (counterscreen for miR-21 project) | Luciferin 4-monooxygenase (Photinus pyralis), P08659 | purified FLuc, Km substrates, luminescence inhibition | Potency, µM (highest dose often 57.5 µM), without a hit: at the highest dose activity change, negative = inhibition, most hits filed as inhibitors | 360,000 tested, 6.9% active;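 further: potency means the concentration at half of the fitted maximal effect; plate controls were vehicle for no effect and reference inhibitor for full effect; nearly all actives have a fitted effect of over 55% in size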
#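 Purified P. pyralis luciferase, 10 nM final, with Km-level 10 uM D-luciferin and 10 uM ATP in 50 mM Tris acetate pH 7.5, 10 mM Mg acetate, 0.01% Tween-20, 0.05% BSA; 6-point qHTS titration about 60 µM downward; luminescence read.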
# Rab9 promoter act: qHTS Assay for Rab9 Promoter Activators; Huh7 Rab9 promoter-luciferase reporter, luminescence, 24 h; Potency, µM (titrated, usually from 9.22 µM), for inactives: top-dose activation, negative = inhibition, usual class: activators; 320,000 tested, 2.8% active; further: potency means the concentration at half of the fitted maximal effect; % of control where 0% means no effect; nearly all actives have a fitted effect of over 60% in size
#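 Steps: seed 1500 Huh7 Rab9-luc cells per well, rest 2 h at 37 °C; add compound in DMSO; incubate 24 h; add luciferase reagent, 10 min ambient; read luminescence.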
# ELG1 genotoxic: qHTS screen for small molecules that induce genotoxicity in human embryonic kidney (HEK293T) cells expressing luciferase-tagged ELG1. Potency, µM (highest dose often 46 µM), for inactives: at the highest dose activity change, positive = activation, hits mostly activators. 330,000 tested, 1.3% active. HEK293T ELG1-luciferase reporter, luminescence, 16 h. AID 504466, 2011; further: potency means the concentration at half of the fitted maximal effect; % of control where 0% means no effect; nearly all actives have a fitted effect of over 60% in size
#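 HEK293T cells expressing luciferase-tagged ELG1 were exposed to compound or DMSO vehicle for 16 hr at 37 °C and 5% CO2. Luciferase activity was then measured with ONE-Glo after 30 min at room temperature.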
# uPA surface inh: qHTS for Inhibitors of Cell Surface uPA Generation | cell surface uPA generation assay, qHTS | 330,000 tested, 0.31% active | Potency, µM (titrated, usually from 38.3 µM), without a hit: top-dose activity change, negative = inhibition, actives largely listed as inhibitors; active means well fitted inhibition curve with a large enough effect; inconclusive means small, poorly fitted or top-dose-only effect; inactive means no such curve, though single readings can be large or run the other way; tested in mouse RAW 264.7 cells; further: potency means the concentration at half of the fitted maximal effect; on the % scale 0 is the no-effect control and ±100 the full control effect; nearly all actives have a fitted effect of over 55% in size
# Gal4-VP16 FLuc: VP16 counterscreen qHTS for inhibitors of ROR gamma transcriptional activity; Drosophila S2 Gal4-VP16 UAS-luciferase, luminescence, 20 h; Potency, µM (titrated, usually from 53.6 µM), for the others: top-dose activity, negative = inhibition, hits mostly inhibitors; AID 2546, 2010; 310,000 tested, 3.5% active;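 further: Gal4-VP16 expression switched on by copper sulfate through the metallothionein promoter; potency means the concentration at half of the fitted maximal effect; on the % scale 0 is the no-effect control and ±100 the full control effect; nearly all actives have a fitted effect of over 50% in size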
# Giardia kill: Small Molecules that selectively kill Giardia lamblia: qHTS | Giardia lamblia trophozoite viability | activity change, % at 7.66 µM, hits read low | 340,000 tested, 0.15% active | AID 540267, 2011; in the data active means activity change below about -80%; inconclusive means between about -30% and that limit;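 further: parasites exposed to compound for two days anaerobically before the ATP read; on the % scale 0 is the no-effect control and ±100 the full control effect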
#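 Giardia lamblia trophozoites (100 cells/well) were incubated with compounds for 48 h at 37 deg C under anaerobic conditions. Viability was read as ATP content by one-step luminescence after 15-30 min at room temperature.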
# Coupling enz: qHTS Assay for Inhibitors of Fructose-1,6-bisphosphate Aldolase from Giardia Lamblia: Coupling assay counterscreen. coupling enzyme system counterscreen, AmpLite Red fluorescence. activity change, negative = inhibition, % at 58.2 µM, hits read low. 290,000 tested, 0.67% active; in the data active means activity change below about -30%; further: on the % scale 0 is the no-effect control and ±100 the full control effect
#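 Fluorescence at 525 nm excitation and 598 nm emission measured inhibition of the coupled detection system without aldolase. Compounds (at 57.5 uM final) were preincubated 10 min at room temperature with coupling enzyme reagent before a 20 min substrate/AmpLite Red step.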
# * marks the source's active call; other numbers are inactive results; ? = inconclusive; · = not tested or not shown; & = joins results of further samples; [ ] = another dose, or the depositor's remark. Unless noted, the call rests on the fitted dose curve; in most records, active means well fitted curve in the direction sought with a large enough effect; inconclusive means small, poorly fitted or top-dose-only effect, or another doubt; inactive means no such curve, though single readings can be large; an effect the other way counts as inactive or inconclusive. Compounds were not picked by outcome; 14% or so of the library scored in one or more.
Compound,Tb PFK block,RORgamma inh,NPC1 promoter act,KCNH2 3.1 block,FLuc counter,Rab9 promoter act,ELG1 genotoxic,uPA surface inh,Gal4-VP16 FLuc,Giardia kill,Coupling enz
O=C(NCCCc1ccccc1)C1CCC(CNc2c(N3CCCCC3)c(=O)c2=O)CC1 (stereo unspecified),-20%,9%,-4%,4,0%,0%,0%,4%,2%,-6,1
O=C(Nc1ccccc1)/C(=C\c1ccco1)NC(=O)c1ccco1,4%,16%,-2%,-1,1%,-5%,-1%,-3%,14%,-6,-9
CN(Cc1ccccc1)C(=O)c1cccc(NC(=O)Cc2ccc([N+](=O)[O-])cc2)c1,0%,·,·,8,·,·,-5%,3%,·,4,·
CC(C)(C)C(=O)Nc1c(Br)c(C2CC2)nn1-c1ccccc1,-1%,2%,1%,-17,?,-9%,2%,-16%,0%,32[activator],-1
O=C1N=C(N2CCN(c3ccccc3)CC2)S/C1=C/c1cccs1,-9%,?,7%,-9,?,3%,-5%,3%,?,-26,1
Cc1noc(C)c1CCC(=O)N1CCCC(N2CCN(c3ccc(F)cc3)CC2)C1 (stereo unspecified),11%,-4%,-2%,5,1%,-2%,-10%,4%,1%,-1,·
CC(Sc1cccc[n+]1[O-])C(=O)NC1CCCCC1C (stereo unspecified),-5%,·,·,0,·,·,1%,16%,·,9,·
Cn1c(CC(=O)NC(C)(C)CO)c(Sc2ccccc2)c2ccccc21,1%,9%,-1%,-17,1%,-5%,0%,-2%,-4%,-17,0
C[C@@]12C(=O)Nc3cc(Cl)ccc3C(=O)N1[C@H]1c3ccccc3OC[C@@H]1[C@@H]2c1ccccc1,28%,·,-2%,-23,-14%,3%,1%,?,·,-9,·
CC(=O)c1cccc(OCc2cc(C(=O)N3C[C@@H](C)O[C@@H](C)C3)no2)c1,-1%,32%,?,9,15µM*,?,?,-4%,-4%,17,-1
Fc1ccc(Cn2nnnc2CN2CCc3ccccc3C2)cc1,4%,-18%,-2%,-6,-2%,-5%,4%,-7%,-27%,2,0
COc1cccc(CN2C(=O)CN(C3CCCCC3)C(=O)C2c2ccc(F)cc2)c1 (stereo unspecified),-27%,22%,3%,5,0%,7%,-4%,·,2%,0,1
Cc1c(O)c(=O)ccn1C,-5%&3%,-6%,-3%&0%,-2,3%&1%,-2%&0%,1%,10%,-6%,?,-1&5&-3
CC12CC3CC(C)(C1)CC(C(=O)NNC(=O)c1ccncc1)(C3)C2,-2%,5%,-6%,-5,2%,7%,-6%,-2%,-6%,-17,-3
O=C(Nc1ccccc1N1CCCCC1)c1cccs1,0%,-31%,0%,2,5%,-6%,-1%,9%,-2%,0,0
CCN(Cc1ccccc1)CC(O)COC(c1ccc(OC)cc1)c1ccc(OC)cc1 (stereo unspecified),2%,20%,?,-40,3%,0%,-1%,-2%,0%,4,4
O=S(=O)(Nc1ccccc1Cl)c1ccc(F)cc1,-6%,-6%,-2%,10,-2%,5%,0%,3%,-16%,-3,-5
CN(C)c1nc(Nc2ccccc2)nc(N(C)C)n1,-11%,4%,4%,8,-12%,8%,-6%,1%,-9%,-8,-5
Cc1occc(=O)c1OCc1c(Cl)cccc1Cl,8%,-24%,-3%,15,1%,3%,1%,-12%,-24%,-7,2
COc1ccc(CCNC(=O)C2CCCN(C(=O)c3ccc(Cl)cc3)C2)cc1 (stereo unspecified),9%,-2%,-5%,11,2%,-2%,-3%,0%,23%,-2,2
CCCN1CC(=O)N2C(c3ccccc3)c3[nH]c4ccccc4c3C[C@H]2C1=O (stereo partly specified),-2%,17%,0%,0,-1%,1%,-1%,-3%,-4%,-4,-1
O=C(NC(=O)c1ccccc1F)OCc1ccc(Cl)cc1Cl,2%,19%,8%,0,12µM*,13%,2%,2%,0%,?,0
O=C(Nc1ccccc1N1CCN(C(=O)c2ccccc2)CC1)c1ccccc1Cl,-2%,?,-10%,-1,-2%,-2%,-4%,-4%,0%,-22,3
CCCN1C(=O)CC(c2ccco2)Sc2ccccc21 (stereo unspecified),?,16µM*,-2%,7,0%,-6%,8%,·,?,1,4
CC(NS(=O)(=O)c1ccc(Cl)cc1)C(=O)NCCC1=CCCCC1 (stereo unspecified),-5%,22%,-5%,17,-2%,16%,1%,0%,-8%,4,1
Cc1ccc2nc(-c3ccc(NC(=O)COC(=O)c4cncc(Br)c4)cc3)sc2c1,-2%,1.3µM*,?,13,1.7µM*,0.32µM*,1.3µM*,-6%,10µM*,-21,2
COc1ccc(Cc2c(O)nc(SCC(=O)c3ccc(OC)cc3)[nH]c2=O)cc1,-3%,-3%,-3%,12,-19%,0%,?,-6%,18%,0,14
O=C(CNc1c(Br)cc(Br)cc1Br)NN=C1CCCCC1,-1%,?,1%,·,1%,1%,0%,·,?,·,0
CCc1ccc(N2CC(C(=O)OCC(=O)Nc3ccccc3C)CC2=O)cc1 (stereo unspecified),2%,·,0%,1,-13%,-11%,1%,-7%,·,22,·
CC(C)OCCCN1CN(S(=O)(=O)c2cccs2)c2nc3ccccc3nc21,1%,?,-2%,7,0%,0%,7%,-1%,-6%,10,-2

# Fetched by structure from the list above:
Compound,Tb PFK block,RORgamma inh,NPC1 promoter act,KCNH2 3.1 block,FLuc counter,Rab9 promoter act,ELG1 genotoxic,uPA surface inh,Gal4-VP16 FLuc,Giardia kill,Coupling enz
O=C(NC(=O)c1ccccc1F)OCc1ccc(Cl)cc1Cl,2%,19%,8%,0,12µM*,13%,2%,2%,0%,?,0
CC(C)OCCCN1CN(S(=O)(=O)c2cccs2)c2nc3ccccc3nc21,1%,?,-2%,7,0%,0%,7%,-1%,-6%,10,-2
O=C(CNc1c(Br)cc(Br)cc1Br)NN=C1CCCCC1,-1%,?,1%,·,1%,1%,0%,·,?,·,0
CCc1ccc(N2CC(C(=O)OCC(=O)Nc3ccccc3C)CC2=O)cc1 (stereo unspecified),2%,·,0%,1,-13%,-11%,1%,-7%,·,22,·
CCCN1CC(=O)N2C(c3ccccc3)c3[nH]c4ccccc4c3C[C@H]2C1=O (stereo partly specified),-2%,17%,0%,0,-1%,1%,-1%,-3%,-4%,-4,-1

# (further entries)
Compound,Tb PFK block,RORgamma inh,NPC1 promoter act,KCNH2 3.1 block,FLuc counter,Rab9 promoter act,ELG1 genotoxic,uPA surface inh,Gal4-VP16 FLuc,Giardia kill,Coupling enz
O=C(N1CCN(Cc2ccccc2)CC1)C(Cl)(Cl)Cl,-2%,20%,-4%,-10,6%,-3%,0%,-1%,1%,-24,2
COc1ccc(CNC(=O)c2c[nH]c3c(OC)cc(OC)cc3c2=O)cc1,4%,9%,-2%,8,-5%,1%,0%,8%,2%,-18,3
O=c1[nH]c(SCc2ccccc2)nnc1-c1ccccc1,15%,25%,0%,11,?,1%,8%,-3%,-4%,8,3
Cc1c(C)c2ccc(OCC(=O)NCCCn3ccnc3)c(C)c2oc1=O,6%,-10%,9%,-14,2%,-2%,13%,0%,-8%,-11,·
COc1ccc(/C=N\NC(=O)c2ccc(F)cc2)cc1COc1cc(F)ccc1[N+](=O)[O-],2%,?,-18%,·,2%,-10%,-13%,5%,?,-7,5
COc1ccc(NC2=C(C(C)=O)C(c3ccc4c(c3)OCO4)C(C(C)=O)C(C)(O)C2)cc1 (stereo unspecified),25%,0%,2%,8,-1%,-2%,3%,0%,1%,-2,-3
Cc1ccc(NCCC(=O)c2ccc(Cl)cc2)cc1,1%,2%,2%,-25,5%,12%,6%,·,-5%,21,1
COCCn1c(-c2ccccc2)nc2oc3cc(OC)ccc3c(=O)c2c1=O,3%,0%,-7%,-8,0%,-7%,-1%,·,-5%,-1,0
O=C(NCCc1ccc(Cl)cc1)c1ccc(CNc2c(N3CCOCC3)c(=O)c2=O)cc1,-4%,1%,-4%,6,-10%,2%,0%,0%,-4%,22,-2
